TLR9-MyD88 inh = inhibitors of human TLR9-MyD88 binding; AID 504734; inhibition, % at 4.98 µM; CHO BLA complementation TLR9-MyD88, CCF4 FRET ratio; Q9NR96+Q99836; 340,000 tested, 0.21% active;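 active means inhibition above the mean over all tested compounds plus 3 SD, cut at about 21% in these data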;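 further: 0% = DMSO only wells and 100% = clavulanate BLA inhibitor control wells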
HTR2A ag = agonists of mouse serotonin 5-HT2A receptor (HTR2A); CHO-K1 mHTR2A beta-arrestin complementation, luminescence; percent of 30 µM serotonin response; activation, % at 7.6 µM; 360,000 tested, 0.66% active;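 active means activation above a run cutoff, the mean activation of all tested compounds plus 3 SD, cut at about 14% in these data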;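 further: 0% = plate median of compound wells and 100% = 30 µM serotonin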
MC4R ag barr = agonists of human melanocortin 4 receptor (MC4R) beta-arrestin; P32245; U2OS MC4R beta-arrestin complementation, luminescence; percent of melanotan II response, DMSO zero; activation, % at 8.9 µM; 360,000 tested, 0.98% active;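 active means activation above a per-plate cutoff, the mean activation of sample wells on that plate plus 3 SD, cut at about 8% in these data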
Target sequence (P32245 whole entry, looked up): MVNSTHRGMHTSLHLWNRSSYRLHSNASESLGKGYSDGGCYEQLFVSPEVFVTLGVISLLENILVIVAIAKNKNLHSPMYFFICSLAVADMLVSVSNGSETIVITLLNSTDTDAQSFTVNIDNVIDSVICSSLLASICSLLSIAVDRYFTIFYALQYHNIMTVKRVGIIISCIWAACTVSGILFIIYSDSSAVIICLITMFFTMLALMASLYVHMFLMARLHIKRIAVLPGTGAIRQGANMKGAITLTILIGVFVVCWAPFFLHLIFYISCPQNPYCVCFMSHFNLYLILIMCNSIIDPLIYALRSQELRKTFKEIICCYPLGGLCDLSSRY
MC4R antag cAMP = blocks human MC4R cAMP signaling; P32245; MC4R-expressing cells, MTII-stimulated cAMP, LANCE TR-FRET; inhibition, % at 6.5 µM; 360,000 tested, 0.48% active; AID 540295;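 active means inhibition above its plate's cutoff, the mean of tested wells on that plate plus 3 SD, cut at about 29% in these data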;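 further: 0% = Melanotan II alone and 100% = Melanotan II plus saturating MCL0020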
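Material: human MC4R-expressing U2OS cells. Probe or stimulus: Melanotan II challenge. Dosing: 6.5 µM single dose. Times: 30-min compound, 1-h challenge, 1-h detection, room temperature. Technique: TR-FRET with Eu-cAMP and labeled anti-cAMP, 671 nm. Replication: singlicate.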
NOD2 RIPK2 PPI = NOD2-RIPK2 protein interaction inhibition. O43353. CHO BLA complementation NOD2-RIPK2, CCF4 ratio. inhibition, % at 4.98 µM. 360,000 tested, 0.38% active; in the data active means inhibition above about 21%;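 further: 0% = vehicle only and 100% = reference blocker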
NCOA2 inhibitor = human SRC2 (NCOA2) inhibition; Q15596; HEK293 GAL4-SRC2 luciferase reporter, luminescence; inhibition, % at 9 µM; 370,000 tested, 0.17% active; AID 651957;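 active means inhibition above the mean inhibition of all tested compounds plus 3 SD, set per campaign, cut at about 52% in these data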;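 further: 0% = DMSO treated cells and 100% = cells given Gossypol at 36 µM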
ABHD5-PLIN5 inh = inhibitors of human ABHD5-perilipin-5 interaction; Q00G26+Q8WTS1; Split G. princeps luciferase complementation, luminescence, 4 h; inhibition, % at 4 µM; 360,000 tested, 0.78% active;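 active means inhibition above the mean inhibition across every tested compound plus 3 SD, cut at about 22% in these data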;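 further: 0% = DMSO only wells and the 100% control is not disclosed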
ABCB6 inh MLPCN = blocks the human ABCB6 transporter. 360,000 tested, 0.19% active. AID 602162. fluorescence ratio to DMSO, % at 10 µM. Q9NP58. K562-ABCB6 porphyrin accumulation, flow cytometry, 1 h; active compounds read low;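 active means fluorescence ratio to DMSO below 75%, the collection mean minus 3 SD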;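 further: signal is porphyrin accumulated inside mitochondria; 100% equals median channel fluorescence of DMSO control wells; lower ratio means ABCB6 inhibition with less porphyrin fluorescence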
Glyco luc inh = N-linked glycosylation inhibition | D54 ERlucT glycosylation luciferase reporter, 24 h; percent of 100 nM tunicamycin response | reporter increase, % at 12.5 µM | 360,000 tested, 0.23% active;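 active means mean luciferase reporter signal, scaled so untreated is 0 and the glycosylation-blocking control 100, at or above a set limit in every replicate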;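 further: luciferase carries N-glycosylation sites so blocking glycosylation raises the light; 0% = median of neutral control wells and 100% = median of 100 nM tunicamycin wells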
Cardio protect = modulators protecting cardiomyocytes from myocardial damage; H9c2 cardiomyocytes, H2O2 injury protection, ATPLite, 2 h; protection from H2O2 cell death, % at 20 µM; 360,000 tested, 0.63% active; AID 588492;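 active means compounds giving at least 50% protection of heart cells from peroxide-induced death in the single-dose screen, raw or plate-pattern-corrected value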;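 further: 0% = DMSO wells with peroxide and 100% = DMSO wells without peroxide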
* marks the source's active call; other numbers are inactive results; . = not tested or not shown. These rows are one share of the data. The share of hits here may be higher or lower than overall.

Order of values: TLR9-MyD88 inh	HTR2A ag	MC4R ag barr	MC4R antag cAMP	NOD2 RIPK2 PPI	NCOA2 inhibitor	ABHD5-PLIN5 inh	ABCB6 inh MLPCN	Glyco luc inh	Cardio protect
[1] COc1cc2c(cc1OC)C(C)N(C(=S)Nc1ccccc1)CC2 (configuration not stated)
  13	-1	-0.5	12	2	9	4	93	0	2
[2] CN(c1ccccc1)c1nc(N)c([N+](=O)[O-])c(Nc2cccc(F)c2)n1
  1	-1	-0.1	12	5	1	1	100	5	-1
[3] O=Cc1[nH]c2ccccc2c1N(C(=O)CCl)c1ccccc1
  9	5	3.1	-5	-15	-10	8	103	-2	-12
[4] CCOC(=O)c1cnc2nc(NCc3ccc(OC)c(OC)c3)[nH]n2c1=O
  -9	0	1.3	-3	2	6	-3	93	0	-6
[5] CCCCN(CCCC)CC(O)COc1ccccc1Br (configuration not stated)
  -9	-2	0.1	-4	-4	-11	7	97	-2	-8
[6] CN(C)C(=O)c1ccc(=O)n(Cc2ccc(Cl)cc2Cl)c1
  9	-3	-1.8	-6	7	-18	1	97	-2	12
[7] CN(C)c1ccc(NS(=O)(=O)c2ccc(-c3csnn3)cc2)cc1
  .	-2	0.4	8	-2	8	-2	105	-2	-10
[8] COc1ccc(OC)c(/C=C/C(=O)c2ccc3c(c2)OCCO3)c1
  -1	-7	-1.0	-3	18	7	13	95	3	-17
[9] CCCCOc1ccc(C(=O)N2CCN(c3ccc(N4CCOCC4)nn3)CC2)cc1
  5	3	-0.3	17	-5	-1	-7	96	0	2
[10] Cc1cc(C(=O)Nc2ccccc2Cl)n(-c2ccccc2)n1
  -2	8	-0.2	9	4	-18	0	96	0	0
[11] COc1ccccc1OCC(=O)Nc1cc(Cl)ccc1Oc1ccccc1
  3	0	-0.9	-4	9	-3	-1	102	0	-7
[12] O=C(c1cccc(F)c1)N1CCCN(C(=O)c2cccc(F)c2)CC1
  -1	11	-1.3	9	0	-1	4	97	1	0
[13] COc1ccc(CNC(=O)Nc2ccc3c(c2)c(=O)n(C)n3Cc2cccc(C(F)(F)F)c2)cc1
  .	-2	-1.9	7	-11	-44	6	95	-1	-7
[14] O=c1cc(-c2cccc3ccccc23)[nH][nH]1
  5	7	-1.6	-8	-5	-2	-8	102	-1	8
[15] COc1ccc(C2C(C(N)=O)=C(C)Nc3nc(CCCO)nn32)cc1OC (configuration not stated)
  2	-1	-0.2	4	-3	.	0	97	0	0
[16] COc1ccc(C(=O)Nc2ccc(C3CC3(Cl)Cl)cc2)cc1 (configuration not stated)
  6	-2	-0.8	0	5	-21	-3	98	-2	-16
[17] COc1ccc(OC)c2sc(NC(=O)c3ccc(Br)s3)nc12
  1	7	1.1	-1	1	10	-1	95	-2	-12
[18] CCC1(c2ccccc2)NC(=O)N(CC(=O)N(C)Cc2c(F)cccc2Cl)C1=O (configuration not stated)
  1	-2	0.2	1	2	-19	0	98	2	3
[19] C[C@@H](C(=O)Nc1ccc2ccccc2c1)[C@@H]1C[C@@]1(C)[C@@H](NC(=O)c1cccnc1)c1ccccc1
  -1	-9	-0.2	7	8	-4	4	91	1	3
[20] Cc1ccc(OCC(=O)Nc2ccccc2-c2ccccc2NC(=O)COc2ccc(C)cc2)cc1
  -3	-5	-0.5	16	-2	-20	-7	101	-5	-6
[21] O=C1C(c2ccnc3ccccc23)=C(O)c2ccccc21
  5	-3	1.4	2	9	-29	-3	98	-11	-35

Entries listed so far that have nitrogen in an aromatic ring (13):
Order of values: TLR9-MyD88 inh	HTR2A ag	MC4R ag barr	MC4R antag cAMP	NOD2 RIPK2 PPI	NCOA2 inhibitor	ABHD5-PLIN5 inh	ABCB6 inh MLPCN	Glyco luc inh	Cardio protect
[2] CN(c1ccccc1)c1nc(N)c([N+](=O)[O-])c(Nc2cccc(F)c2)n1
  1	-1	-0.1	12	5	1	1	100	5	-1
[3] O=Cc1[nH]c2ccccc2c1N(C(=O)CCl)c1ccccc1
  9	5	3.1	-5	-15	-10	8	103	-2	-12
[4] CCOC(=O)c1cnc2nc(NCc3ccc(OC)c(OC)c3)[nH]n2c1=O
  -9	0	1.3	-3	2	6	-3	93	0	-6
[6] CN(C)C(=O)c1ccc(=O)n(Cc2ccc(Cl)cc2Cl)c1
  9	-3	-1.8	-6	7	-18	1	97	-2	12
[7] CN(C)c1ccc(NS(=O)(=O)c2ccc(-c3csnn3)cc2)cc1
  .	-2	0.4	8	-2	8	-2	105	-2	-10
[9] CCCCOc1ccc(C(=O)N2CCN(c3ccc(N4CCOCC4)nn3)CC2)cc1
  5	3	-0.3	17	-5	-1	-7	96	0	2
[10] Cc1cc(C(=O)Nc2ccccc2Cl)n(-c2ccccc2)n1
  -2	8	-0.2	9	4	-18	0	96	0	0
[13] COc1ccc(CNC(=O)Nc2ccc3c(c2)c(=O)n(C)n3Cc2cccc(C(F)(F)F)c2)cc1
  .	-2	-1.9	7	-11	-44	6	95	-1	-7
[14] O=c1cc(-c2cccc3ccccc23)[nH][nH]1
  5	7	-1.6	-8	-5	-2	-8	102	-1	8
[15] COc1ccc(C2C(C(N)=O)=C(C)Nc3nc(CCCO)nn32)cc1OC (configuration not stated)
  2	-1	-0.2	4	-3	.	0	97	0	0
[17] COc1ccc(OC)c2sc(NC(=O)c3ccc(Br)s3)nc12
  1	7	1.1	-1	1	10	-1	95	-2	-12
[19] C[C@@H](C(=O)Nc1ccc2ccccc2c1)[C@@H]1C[C@@]1(C)[C@@H](NC(=O)c1cccnc1)c1ccccc1
  -1	-9	-0.2	7	8	-4	4	91	1	3
[21] O=C1C(c2ccnc3ccccc23)=C(O)c2ccccc21
  5	-3	1.4	2	9	-29	-3	98	-11	-35
